# M. tuberculosis GlmU = inhibition of mycobacterial GlmU enzyme – biochemical, glucosamine-1-phosphate acetyltransferase (AID 1376) | M. tuberculosis GlmU acetyltransferase enzyme assay; higher % means a stronger effect | inhibition, %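 (tested at 30 µM in the primary screen)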; hits with a dose series show IC50 in µM | 220,000 compounds, 0.25% hits; in the data active = inhibition above about 13%;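 note: 0% = complete reaction with vehicle and 100% = reaction without substrate; strong numbers were not always called active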
# RmlCD inh 1536 = inhibitors of Mycobacterium tuberculosis RmlC and RmlD coupled enzymes; P9WH09+P9WH11; RmlC+RmlD coupled enzyme assay, percent inhibition; primary screen in compound mixtures; 160,000 compounds, 0.03% hits; inhibition, % at 3.6 µM; in the data active = inhibition mostly above about 34%, no sharp cut-off; note: some results filed as inactive read as strong as hits
# Target sequence (P9WH09 whole entry, looked up): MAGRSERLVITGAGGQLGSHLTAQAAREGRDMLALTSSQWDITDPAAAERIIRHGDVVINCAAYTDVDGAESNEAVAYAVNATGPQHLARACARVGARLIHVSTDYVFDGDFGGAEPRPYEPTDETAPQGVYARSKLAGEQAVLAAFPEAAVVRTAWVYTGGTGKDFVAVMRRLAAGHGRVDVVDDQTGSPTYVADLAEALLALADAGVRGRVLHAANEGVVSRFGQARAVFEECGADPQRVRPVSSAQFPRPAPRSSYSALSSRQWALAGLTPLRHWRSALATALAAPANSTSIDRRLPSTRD
# Target sequence (P9WH11 whole entry, looked up): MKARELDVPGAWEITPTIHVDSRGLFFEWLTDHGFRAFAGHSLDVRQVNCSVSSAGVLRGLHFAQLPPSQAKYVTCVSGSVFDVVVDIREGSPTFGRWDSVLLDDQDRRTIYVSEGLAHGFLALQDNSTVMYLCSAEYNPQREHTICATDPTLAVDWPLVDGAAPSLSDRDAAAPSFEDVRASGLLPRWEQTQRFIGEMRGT
# An asterisk follows results filed as active; . = not tested or not shown. Only part of the results is shown. The share of hits here may be higher or lower than overall.
item	SMILES	M. tuberculosis GlmU	RmlCD inh 1536
1	O=S(=O)(c1ccc(Sc2nnc3ccccn23)nc1)N1CCOCC1	4.3%	16
2	Cc1cc(=O)[nH]c(SCC(=O)Nc2ccccc2[N+](=O)[O-])n1	-1.2%	.
3	CCOc1ccc(C(=O)NCC(C)CN(C)C)cc1OCC (stereo unspecified)	1.7%	18
4	O=S(Cc1ccccc1)CC(O)(c1ccccc1)c1ccccc1 (stereo unspecified)	-2.8%	12
5	CCCOc1ccc(-c2nc(C#N)c(NCCCn3ccnc3)o2)cc1	-3.0%	4
6	COc1ccc(CCNC(=O)CCn2c(=O)oc3ccccc32)cc1OC	7.7%	5
7	OCCCNc1nc(-c2ccccc2)nc2c1oc1ccccc12	4.6%	-8
8	CCOc1cc(/C=N\Nc2nc(Nc3ccccc3)nc(N3CCOCC3)n2)ccc1OC(=O)c1ccco1	0.4%	9
9	CCn1ncc(CN2CCCC(C(=O)c3cccc(OC(C)C)c3)C2)c1C (stereo unspecified)	-2.9%	2
10	C/C(CC(C)C)=N/Nc1ccc([N+](=O)[O-])cc1[N+](=O)[O-]	5.5%	-13
11	CC(=O)c1cccc(N=C2C(=O)Nc3ccccc32)c1	-2.9%	7
12	O=C(Nc1ccc2c(c1)OCO2)c1ccc(N2CCCC2)c([N+](=O)[O-])c1	3.1%	91
13	N#C/C(=C\C1=C(N2CCOCC2)C(=C\c2ccccc2)/CC1)C(=O)Nc1ccccc1F	-4.7%	.
14	O=C(Cn1cnc2cc([N+](=O)[O-])ccc2c1=O)NC1CCS(=O)(=O)C1 (stereo unspecified)	-4.9%	32
15	O=C(CO/N=C/c1ccc2c(c1)OCO2)Nc1cccc(Br)c1	0.2%	1
16	CC(C)(Oc1ccc(Cl)cc1)C(=O)Nc1ncccn1	5.7%	.
17	CC12CN3C(O)C(C)(C1)CC(C)(C2)C3O (stereo unspecified)	1.6%	.
18	CCCS(=O)(=O)N1CCCC(C(=O)NCCN2CCCCC2C)C1 (stereo unspecified)	0.5%	-6
19	CCn1c(C)nc2cc(C(=O)N3N=C(CCOC)CC3(O)C(F)(F)F)ccc21 (stereo unspecified)	-3.3%	.
20	NC(=O)[C@H]1CC2(CC(c3cccc(NC(=O)COc4ccc(Cl)cc4)c3)=NO2)CN1C(=O)c1ccc(Cl)cc1 (stereo partly specified)	-1.8%	-10
21	O=C(NC(=S)N1CCCCC1)C12CC3CC(CC(C3)C1)C2	1.8%	-11
22	CC(C)Oc1ccc(C(=O)NCc2cccnc2)cc1	4.3%	-2
23	Cc1ccc(Cn2ccc(NC(=O)c3noc4c3CCCCC4)n2)cc1	1.4%	3
24	COc1ccc(C(=O)Nc2ccc(N3CCN(C(=O)C(C)C)CC3)cc2)cc1[N+](=O)[O-]	-5.0%	-2
25	S=c1[nH]nc(-c2cc(-c3ccccc3)n[nH]2)n1/N=C/C(Br)=C/c1ccccc1	0.3%	6
26	CCCCC(=O)NNC(=O)CC(=O)Nc1ccccc1C(=O)O	1.9%	-10
27	O=C(CSc1nnc(COc2ccc(Cl)cc2)o1)N1CCOCC1	2.9%	13
28	COc1cc(OC)c(C2N(c3cc(C)on3)C(=O)C3CCCN32)cc1OC (stereo unspecified)	2.3%	.
29	Cc1ccc(NC(=O)c2ccc(-n3cncn3)c([N+](=O)[O-])c2)cc1	-0.6%	-6
30	O=C(Cn1ncc2c1-c1ccccc1OC2)N1CCc2ccccc21	6.8%	.
31	O=C(ONC1=NCCCCC1)c1ccc([N+](=O)[O-])cc1	-2.9%	-5
32	NNC(=O)c1ccc(COCC(F)(F)F)cc1	0.5%	1
33	O=C(c1ccco1)N(Cc1ccccc1)Cc1ccccn1	-2.5%	.
34	Cc1nc2cc(C(=O)N3CCC4(CC3)OCCO4)ccc2n1-c1ccc(Br)cc1	3.2%	16
35	CC(=O)Nc1ccc(S(=O)(=O)Nc2nc3ccccc3nc2N2CCc3ccccc3C2)cc1	3.4%	3
36	N#CCCn1nnc(-c2ccccc2F)n1	-2.8%	-6
37	CC(Sc1nc(-c2ccccc2)cc(C(F)(F)F)n1)C(=O)N1CCC(C(N)=O)CC1 (stereo unspecified)	-0.4%	1
38	CCOC(=O)C1=C(O)C(=O)N(C2CCCCC2)C1	-0.8%	-10
39	CN(C)CCNC(=O)/C=C/c1cn(-c2ccccc2)nc1-c1cc2ccccc2oc1=O	2.4%	0
40	OCC[C@@H]1C[C@H](O)[C@@H](O)[C@]2(CCCCO2)O1	-5.2%	.
41	Fc1ccc(C2C3=C(Nc4ncnn42)c2ccccc2OC3c2ccncc2)cc1 (stereo unspecified)	-0.3%	4
42	N#Cc1ccc(Sc2ccccn2)c([N+](=O)[O-])c1	0.7%	10
43	Cc1cccc(NC(=O)c2c(C)cc(=O)oc2C)n1	1.6%	.
44	CCOC(=O)N1CCC(Nc2c(NCCCN3CCN(c4ccc(OC)cc4)CC3)c(=O)c2=O)CC1	1.5%	6
45	O=C1Nc2ccccc2C12OC1CCCCC1O2 (stereo unspecified)	-0.5%	.
46	O=C(COc1ccc2c(c1)CCC2)NCc1ccc(Cl)cc1	-0.7%	-10
47	Cc1cccc2cc(C#N)c(SCCN3CCCCC3)nc12	1.6%	.
48	COC(=O)c1cnc(NNC(=O)c2ccc([N+](=O)[O-])cc2)nc1C(F)(F)F	-3.2%	41
49	COc1ccc(C([O-])=Nc2ccc[n+](-c3nc4ccccc4nc3NS(=O)(=O)c3ccccc3)c2)cc1	0.2%	.
50	Cc1ccc(C)c(-n2c(SCC(=O)NC(C(=O)O)C(C)C)nnc2-c2cccc(Cl)c2)c1 (stereo unspecified)	2.9%	-6
51	O=C(Nc1cccc(F)c1)c1cccnc1NCCc1ccccc1	0.0%	7
52	Cc1ccccc1Nc1cc(C(=O)NCc2ccco2)c2ccccc2n1	1.0%	0
53	C1=C(c2ccccc2)Nc2ccccc2N=C1c1ccccc1	-11%	0
54	N=c1c2c3c(sc2ncn1Cc1ccccc1)CCCC3	-1.8%	-4
55	Cc1ccccc1CN(C)CC(=O)Nc1c(C)cccc1C(C)C	-6.5%	.
56	O=C(Nc1ccccc1)C1=C[C@@H](c2ccc(C(F)(F)F)cc2)C[C@@H](OCCCCO)O1	-5.0%	.
57	O=C(Nc1ccc(F)cc1)Nc1ccc(NC(=O)c2ccccc2O)cc1	-7.7%	1
58	COc1ccc2cc3cc(C(=O)N4CCN(Cc5ccc6c(c5)OCO6)CC4)oc3nc2c1	.	-3
59	COc1cc(C2CC(=O)N3CN(c4ccccc4C)CSC3=C2C#N)cc(OC)c1OC (stereo unspecified)	-1.8%	-10
60	CCOC1(C(F)(F)F)NC(=O)N(Cc2ccc(OC)cc2)C1=O (stereo unspecified)	0.0%	-3

# A few values from above:
# Entry of cpd 44 in M. tuberculosis GlmU: 1.5%
# Entry of cpd 55 in M. tuberculosis GlmU: -6.5%

# The results go on.
item	SMILES	M. tuberculosis GlmU	RmlCD inh 1536
61	COc1ccc(C(O)Cc2nc3ccccc3n2C)cc1OC (stereo unspecified)	6.1%	.
62	O=C(Cc1cccs1)N(c1ccc(F)cc1)C1(C(=O)NC2CCCCC2)CCCC1	1.1%	6
63	O=C(Nc1c(O)c2ccccc2[nH]c1=O)c1ccco1	-0.3%	.
64	COc1ccc2c(C)cc(SCC(=O)c3ccc4c(c3)OCO4)nc2c1	2.1%	.
65	Nc1ccc2nc(SCC(=O)Nc3ccc(N4CCOCC4)c(Cl)c3)sc2c1	1.0%	-49
66	CC(C)CSc1nnc2c(n1)[nH]c1ccccc12	2.3%	.
67	O=C(c1cccs1)N1CCN(Cc2ccncc2)CC1	3.8%	13
68	O=C(COc1ccccc1O)Nc1ccccc1Cl	-1.5%	6
69	O=C(NCCc1nc2ccccc2[nH]1)/C(=C/c1ccco1)NC(=O)c1ccccc1Br	-4.2%	4
70	Cc1ccc(NC2=C/C(=N/S(=O)(=O)c3cccs3)c3ccccc3C2=O)cc1	-3.4%	.
71	Cn1c(SCC(=O)Nc2cccc(F)c2)nc2c([nH]c3ccccc32)c1=O	1.8%	-10
72	CC(C)CNS(=O)(=O)c1ccc(CC(C)C)cc1	-2.4%	-9
73	O=C(COC(=O)c1ccc(NS(=O)(=O)c2cccs2)cc1)NCc1ccco1	-1.1%	3
74	Cc1cc(C(=O)OCC(=O)Nc2ccc(F)cc2F)c(C)o1	-1.8%	.
75	CC1(C(=O)NC2CCCCCCC2)CCC(=O)N1CCN1CCOCC1 (stereo unspecified)	-0.5%	7
76	COc1ccc(CCNC(=O)COc2ccccc2[N+](=O)[O-])cc1OC	2.8%	20
77	CCOC(=O)c1cnc2c(C)cccc2c1NCCc1ccc(OC)c(OC)c1	0.4%	-7
78	CCN(CCn1cccn1)C(=O)CCc1nnc(Cc2c[nH]c3ccccc23)o1	1.1%	3
79	COc1ccc(CC(=O)NC2CCN(CC(=O)Nc3ccc4c(c3)OCCO4)CC2)cc1OC	-0.3%	10
80	CC(=O)NC(Cc1ccccc1)C(=O)NC1CCN(C(=O)NC2CCCCC2)CC1 (stereo unspecified)	3.4%	.
81	CC(C)c1c(O)nc(SCC(=O)N2CCOCC2)[nH]c1=O	2.8%	4
82	CSc1ccccc1NC(=O)c1cc(CC(C)C)on1	8.7%	.
83	Oc1ccccc1/C=N/n1cnn(Cc2ccccc2Cl)c1=S	-2.6%	7
84	Cc1ccc2nc(N/N=C/c3ccccc3F)nc(-c3ccccc3)c2c1	0.8%	-13
85	CN(CC(=O)NCc1cccnc1)S(=O)(=O)c1ccccc1	1.0%	-13
86	CC1(C)C(=O)Nc2ccccc2N1C(=O)CSc1nc(-c2ccccc2)cs1	1.9%	-11
87	CCOC(=O)/C(=N/Nc1ccccc1OC)N1CCCc2ccccc21	3.2%	.
88	Cc1cc(C(F)(F)F)nn1Cc1ccc(C(=O)NCc2ccco2)o1	0.5%	-5
89	COc1ccccc1C1(CC(=O)O)CCOC(C(C)C)C1 (stereo unspecified)	3.7%	5
90	Cc1ccc2sc(-c3ccc(NC(=O)c4cc(-n5cnnc5)ccc4Cl)cc3)nc2c1	3.0%	-7
91	CCCCCn1c(CN2CCN(C)CC2)nc2c1c(=O)n(C)c(=O)n2C	-2.9%	6
92	CNC(=O)COc1ccc(-c2nn(C)c(=O)c3ccccc23)cc1	-0.4%	40
93	O=C(Cc1cccs1)N1CCCC(c2nc3c(nnn3Cc3ccccc3Cl)c(=O)[nH]2)C1 (stereo unspecified)	-1.9%	1
94	COCCOCC(O)CN1CCN(c2ccc(C)cc2)CC1 (stereo unspecified)	-4.4%	.
95	CCOc1cccc(C2C(C#N)=C(N)Oc3cc(C)[nH]c(=O)c32)c1OCC (stereo unspecified)	8.8%	.
96	COc1ccccc1CNC(=O)C(C)Sc1ccc(C)cc1 (stereo unspecified)	0.9%	.
97	O=C1OC(c2ccccc2)=C/C1=C/N1CCCCC1	19%	14
98	Cc1cc(NC(=O)c2cc(-c3ccccc3C)nc3ccccc23)no1	7.8%	-3
99	Cc1cc(N=CC2=C(O)CC(C)(C)CC2=O)no1	-3.7%	9
100	C[n+]1ccc(/C=N/Nc2nc(Cl)c(C#N)c(Cl)c2Cl)cc1	6.8%	8

# Of the compounds above, 5 have two or more sulfur atoms.
item	SMILES	M. tuberculosis GlmU	RmlCD inh 1536
1	O=S(=O)(c1ccc(Sc2nnc3ccccn23)nc1)N1CCOCC1	4.3%	16
65	Nc1ccc2nc(SCC(=O)Nc3ccc(N4CCOCC4)c(Cl)c3)sc2c1	1.0%	-49
70	Cc1ccc(NC2=C/C(=N/S(=O)(=O)c3cccs3)c3ccccc3C2=O)cc1	-3.4%	.
73	O=C(COC(=O)c1ccc(NS(=O)(=O)c2cccs2)cc1)NCc1ccco1	-1.1%	3
86	CC1(C)C(=O)Nc2ccccc2N1C(=O)CSc1nc(-c2ccccc2)cs1	1.9%	-11

# Remaining list, next part:
item	SMILES	M. tuberculosis GlmU	RmlCD inh 1536
101	FC(F)=C(F)CCSc1ncn[nH]1	-7.7%	-2
102	Cc1c(C(=O)c2ccccc2)c2ccccc2n1C	-1.7%	.
103	Cc1ccc(C(C(=O)NC2CCCC2)N2CCCCC2)cc1 (stereo unspecified)	2.1%	.
104	CCOc1ccc(CN2CCN(C(=O)c3ccccc3)CC2)cc1	-2.6%	6
105	CCc1c(C)nc(SCC(=O)Nc2ccc(Br)cc2)[nH]c1=O	-1.5%	9
106	O=C(CC1c2ccccc2Oc2ccccc21)Nc1ccccc1C(F)(F)F	-8.5%	.
107	COC(=O)c1scc(C)c1NC(=O)C1CCCCC1	-1.1%	.
108	CCn1ncc([N+](=O)[O-])c1C(=O)N1CCCC1	-5.2%	-7
109	COc1ccc(Cl)cc1NC(=S)Nc1cccnc1	-0.5%	.
110	Cc1cc(C(=O)O)ccc1-c1ccc(/C=C2\NC(=O)N(Cc3ccccc3Cl)C2=O)o1	5.9%	2
111	c1ccc2c(c1)COC(CN1CCCCC1)OC2	-0.9%	-1
112	Cc1ccc(S(=O)(=O)NCC(=O)N(CC(=O)NCc2ccco2)Cc2ccco2)cc1	1.3%	-1
113	Cc1cc(C)c(NC(=O)c2ccc(CNS(=O)(=O)c3cc(C(F)(F)F)ccc3Cl)cc2)c(C)c1	-2.2%	14
114	Cc1cc(NCCN2CCOCC2)n2c(nc3ccccc32)c1C#N	4.0%	0
115	C=C(C)[C@@H]1CC[C@]2(C(=O)O)CC[C@]3(C)[C@H](CC[C@@H]4[C@@]5(C)CC[C@H](O)C(C)(C)[C@@H]5CC[C@]43C)[C@@H]12	4.1%	0

# Arranged by formula weight (largest number first): part of the list above
item	SMILES	M. tuberculosis GlmU	RmlCD inh 1536
112	Cc1ccc(S(=O)(=O)NCC(=O)N(CC(=O)NCc2ccco2)Cc2ccco2)cc1	1.3%	-1
109	COc1ccc(Cl)cc1NC(=S)Nc1cccnc1	-0.5%	.
107	COC(=O)c1scc(C)c1NC(=O)C1CCCCC1	-1.1%	.

# High-throughput results as filed in PubChem BioAssay.
